Screens: PubChem BioAssay, Sanford-Burnham Center for Chemical Genomics
NOD1 NF-kB reporter: inhibition of NOD1-driven NF-kB reporter – cell-based, luminescence, uHTS, primary screen (AID 1578). NOD1-driven NF-kB luciferase reporter cells, luminescence; higher % means a stronger effect. inhibition, % at 4 µM, or EC50 in µM where a hit was titrated. hit rate 1% among 290,000; in the data active means inhibition mostly above about 36%, no sharp cut-off; inactive means mostly below about 34%;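 further: HEK-293T reporter cells stimulated with the NOD1 agonist gamma-tri-DAP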
NOD2 inhibition: inhibition of NOD2-driven NF-kB reporter – cell-based, luminescence, uHTS, HEK293 (AID 1566); inhibition, % at 4 µM; hits with a dose series show EC50 in µM; hit rate 0.63% among 290,000; HEK293 NOD2/NF-kB luciferase reporter, luminescence; higher % means a stronger effect; in the data active means inhibition above about 50%; further: many of its hits are not listed in these tables
* marks the source's active call; other numbers are inactive results. A portion of the library. The share of hits here may be higher or lower than overall.

1. CCCCN1CN(S(=O)(=O)c2ccc(OC)cc2)c2nc3ccccc3nc21
2. Cc1ccccc1NC(=O)CCN1CCN(C)CC1
3. CCC(Oc1ccccc1)C(=O)Nc1ccccc1C(=O)N1CCN(C)CC1 (centres undefined)
4. CCCCc1nc2cc(C(=O)NCc3ccccn3)ccc2o1
5. Cc1ncc(CN2CCCC(C(=O)Nc3ccc(-n4ccnc4C)cc3)C2)cn1 (centres undefined)
6. COc1cccc(CN(C)Cc2cc(=O)oc3cc(O)c(Cl)cc23)c1

assay / entry | 1 | 2 | 3 | 4 | 5 | 6
NOD1 NF-kB reporter | -14% | -28% | -25% | 4% | -26% | 0%
NOD2 inhibition | 6% | -4% | 10% | 12% | 7% | 0%

The list goes on; it opens with the four that closed the last part.
3. CCC(Oc1ccccc1)C(=O)Nc1ccccc1C(=O)N1CCN(C)CC1 (centres undefined)
4. CCCCc1nc2cc(C(=O)NCc3ccccn3)ccc2o1
5. Cc1ncc(CN2CCCC(C(=O)Nc3ccc(-n4ccnc4C)cc3)C2)cn1 (centres undefined)
6. COc1cccc(CN(C)Cc2cc(=O)oc3cc(O)c(Cl)cc23)c1
7. COc1ccc(C(=O)N/C(=C\c2ccccc2)C(=O)Nc2cccc(C(=O)O)c2)cc1
8. CCc1cccc(C)c1NS(=O)(=O)c1c(C)nc2sccn2c1=O
9. COc1cccc(C(=O)NC2CCNCC2)c1
10. COc1ccc(-c2csc(N(C)C(=O)c3ccco3)n2)cc1
11. CCC1(c2ccc(F)cc2)NC(=O)N(CC(=O)Nc2ccccc2C)C1=O (centres undefined)
12. COc1cccc(NC(=O)CCC2CCN(C(=O)c3cccc(NC(C)=O)c3)CC2)c1

assay / entry | 3 | 4 | 5 | 6 | 7 | 8 | 9 | 10 | 11 | 12
NOD1 NF-kB reporter | -25% | 4% | -26% | 0% | -8% | -12% | -2% | -39% | 8% | -24%
NOD2 inhibition | 10% | 12% | 7% | 0% | 4% | 6% | 4% | -16% | -1% | -11%

13. Cc1cccc(C(=O)NCc2nnc(SCC(=O)Nc3nnc(C)s3)n2C)c1
14. CCOc1cc(NC(=O)c2ccccc2OC)c(OCC)cc1NC(=O)c1ccccc1
15. CCOc1ccc(N=Cc2ccc3ccccc3c2)cc1
16. CCc1nnc(NC(=O)c2ccc(Br)c(S(=O)(=O)N3CCOCC3)c2)s1
17. COc1ccc(/C=C2/C(=O)C(C)(C(C)C)CCC2C)cc1 (centres undefined)
18. Cc1[nH]n(C(N)=S)c(=O)c1N=Nc1ccc(Br)cc1

assay / entry | 13 | 14 | 15 | 16 | 17 | 18
NOD1 NF-kB reporter | -4% | 9% | 4% | -9% | -13% | -22%
NOD2 inhibition | -10% | 8% | 6% | 22% | -5% | -142%

19. O=C(COc1ccccc1)N=C1SC2CS(=O)(=O)CC2N1c1ccc(F)cc1 (centres undefined)
20. CCn1c(=O)n(CC)c2cc(NC(=O)CSc3ccc([N+](=O)[O-])cn3)ccc21
21. O=C(c1cc2c(ccc3ccccc32)o1)N1CCCCC1
22. Cc1cc(C)c(NC(=O)COc2ccc(-n3cnnn3)cc2)c(C)c1
23. O=C(N=C1SC2CS(=O)(=O)CC2N1c1ccc(Br)cc1F)C1CC1 (centres undefined)
24. CC(=O)N1CCOc2ccc(S(=O)(=O)N3CCC(C(=O)Nc4ccccc4F)CC3)cc21

assay / entry | 19 | 20 | 21 | 22 | 23 | 24
NOD1 NF-kB reporter | 11% | -43% | -91% | -7% | 8% | -11%
NOD2 inhibition | -1% | 11% | -133% | 24% | 8% | 8%

25. COc1ccc(NC(=O)CN(C)C(=O)CNC(=O)c2cccs2)cc1
26. Cc1c(CNCCc2ccccc2)c(C(=O)O)c(C)n1-c1ccccc1
27. CCOC(=O)c1ccccc1NC(=O)COC(=O)CCC(=O)c1ccccc1
28. COc1cccc(CN(C)CC(=O)NCc2ccc(F)cc2)c1OC
29. CCCN(CCC)CCNC(=O)C1CCN(S(=O)(=O)c2cccc3nsnc23)CC1
30. O=C(Nc1ccc(F)cc1F)NC1CCCCCCC1

assay / entry | 25 | 26 | 27 | 28 | 29 | 30
NOD1 NF-kB reporter | -37% | -4% | -32% | 7% | -25% | -43%
NOD2 inhibition | -3% | 17% | -1% | -18% | 1% | -8%

31. COc1ccc(OC)c(NC(=O)CSc2nn3c(=O)c(C)nnc3s2)c1
32. CCCC(=O)N1CCN(c2ccc(NC(=O)c3ccc4c(c3)OCCO4)cc2)CC1
33. CCOc1ccccc1N(CC(=O)NCCSc1ccccn1)S(=O)(=O)c1ccccc1
34. C=CCn1cc(C(=O)N2CCN(C)CC2)c(=O)c2cc(S(=O)(=O)N(CC)CC)ccc21
35. Cc1nnsc1C(=O)N1CCCC(N2CCN(c3ccc(F)cc3)CC2)C1 (centres undefined)
36. C#Cc1ccc(CN2CCC(N3CCC(C(=O)NCc4ccccn4)CC3)CC2)cc1

assay / entry | 31 | 32 | 33 | 34 | 35 | 36
NOD1 NF-kB reporter | -29% | 8% | -8% | -8% | -29% | -11%
NOD2 inhibition | -4% | 3% | 2% | -41% | 6% | 26%

37. CCc1nccn1S(=O)(=O)c1ccccc1[N+](=O)[O-]
38. COCCNC(=S)N/N=C/c1c2ccccc2cc2ccccc12
39. CC(CCc1ccc(O)cc1)NCCC(c1ccccc1)c1ccccc1 (centres undefined)
40. COC(=O)C1CCCN1S(=O)(=O)c1ccc([N+](=O)[O-])cc1 (centres undefined)
41. Cc1cc(C)c(OCC(O)CN2CCN(C(=O)c3ccccc3)CC2)c(C)c1 (centres undefined)
42. Cc1c2cnn(CC(=O)NCc3ccccn3)c(=O)c2c(C)n1Cc1ccc(Cl)cc1

assay / entry | 37 | 38 | 39 | 40 | 41 | 42
NOD1 NF-kB reporter | 17% | -12% | -18% | -30% | -36% | -36%
NOD2 inhibition | 9% | 25% | -5% | 5% | -13% | 14%

43. O=[N+]([O-])c1cccc(NN=Nc2ccccc2)c1
44. Cc1cc(C)n(CCCN2CCC(C(=O)Nc3cccc(-c4cccc(F)c4)c3)CC2)n1
45. Cc1ccc(S(=O)(=O)N(C)c2ccc(C(=O)Nc3ccccc3C(=O)N3CCOCC3)cc2)cc1
46. CCc1nccn1S(=O)(=O)c1cc(OC)ccc1OC
47. Cc1oc(-c2ccc(Cl)cc2)nc1CN1CCCN(C(=O)c2ccco2)CC1
48. Cc1ccccc1NC(=O)Cc1nc(COC(=O)c2ccc(O)cc2O)cs1

assay / entry | 43 | 44 | 45 | 46 | 47 | 48
NOD1 NF-kB reporter | -19% | -28% | 18% | 19% | -12% | -15%
NOD2 inhibition | -79% | 14% | 8% | 13% | 19% | -16%

49. O=C(c1ccc(Br)s1)N1CCc2ccccc2C1
50. CSCC[C@H](NC(=O)OC(C)(C)C)C(=O)N1CCC(C(=O)N[C@@H](C)C(=O)NC(C)c2ccccc2)CC1 (some centres undefined)
51. CCC1CN(C(=O)N2CCC(C(=O)NCc3ccc(F)cc3)CC2)c2ccccc2O1 (centres undefined)
52. COc1ccccc1OCC(=O)Nc1ccccc1C(=O)Nc1cccc(C(=O)O)c1
53. Cc1cccn2c(=O)c(/C=C(\C#N)S(=O)(=O)c3ccccc3)c(N3CCN(Cc4ccccc4)CC3)nc12
54. COc1ccc(-n2c(COc3ccc(C)cc3)n[nH]c2=S)cc1

assay / entry | 49 | 50 | 51 | 52 | 53 | 54
NOD1 NF-kB reporter | -70% | 30% | -8% | -33% | -6% | 63%
NOD2 inhibition | -34% | 8% | 3% | 6% | 18% | 8%

55. O=C(O)CCc1ccc(-c2ccccc2)n1-c1ccc(C(=O)O)cc1
56. CCc1cc(=O)oc2cc(O[C@@H]3O[C@H](CO)[C@@H](O)[C@H](O)[C@H]3O)c(Cl)cc12
57. CCC(C)[C@H](NS(=O)(=O)c1ccc(C)cc1)C(=O)N1CCC(C(=O)N2CCC(C(=O)OC)CC2)CC1 (some centres undefined)
58. O=C(CCCCC(=O)Nc1ccc(F)cc1)Nc1ccc(F)cc1
59. COc1ccc(/C(O)=C2/C(=O)C(=O)N(c3ccccn3)C2c2cccc(Cl)c2)cc1 (centres undefined)
60. NC(=O)c1ccc(CSc2nc3ccccc3s2)cc1

assay / entry | 55 | 56 | 57 | 58 | 59 | 60
NOD1 NF-kB reporter | 2% | 1% | -14% | -43% | -5% | -60%
NOD2 inhibition | 12% | 9% | 8% | 13% | -5% | -36%

61. COc1cccc(C(=O)Nc2cccc3cccnc23)c1OC
62. CCCc1n[nH]c(=O)c2c1nnn2Cc1ccccc1
63. CN(CC(=O)Nc1cccc(F)c1)C(=O)CCNC(=O)c1ccc(Br)cc1
64. CCn1cc(CN2CCC(C(=O)Nc3cccc(-c4cccc(F)c4)c3)CC2)cn1
65. COc1ccc2[nH]c3c(c2c1)CC(C)NC3=O (centres undefined)
66. CC(C)CN(CC(C)C)C(=O)CN1c2cccc3cccc(c23)S1(=O)=O

assay / entry | 61 | 62 | 63 | 64 | 65 | 66
NOD1 NF-kB reporter | -40% | -10% | -49% | -15% | 87%* | -6%
NOD2 inhibition | 6% | 13% | -12% | -24% | 28% | 8%

The final 2 records of the section before open the next one.
65. COc1ccc2[nH]c3c(c2c1)CC(C)NC3=O (centres undefined)
66. CC(C)CN(CC(C)C)C(=O)CN1c2cccc3cccc(c23)S1(=O)=O
67. O=C(NCC1CCCO1)C(=O)N/N=C/c1c(F)cccc1Cl (centres undefined)
68. Cc1ccc(C(=O)N2CCC(C(=O)NC3CCCCCC3)CC2)cc1
69. Cc1ccc(F)c(NC(=O)c2c(-c3ccccc3)noc2C)c1
70. O=[N+]([O-])c1cccc(N(CC(O)CN2CCCCC2)S(=O)(=O)c2ccccc2)c1 (centres undefined)
71. COC(=O)[C@@H](Cc1ccccc1)NC(=O)[C@H]1CCC(=O)N1C(=O)OCc1ccccc1
72. CC(Oc1ccccc1[N+](=O)[O-])C(=O)N/N=C/c1ccoc1 (centres undefined)

assay / entry | 65 | 66 | 67 | 68 | 69 | 70 | 71 | 72
NOD1 NF-kB reporter | 87%* | -6% | 21% | 9% | -4% | -18% | 0% | -44%
NOD2 inhibition | 28% | 8% | 14% | -10% | 14% | 11% | 11% | -9%

Six entries out of the list above, sorted by the number in NOD1 NF-kB reporter, lowest first.
no.	SMILES	NOD1 NF-kB reporter
72	CC(Oc1ccccc1[N+](=O)[O-])C(=O)N/N=C/c1ccoc1 (centres undefined)	-44%
40	COC(=O)C1CCCN1S(=O)(=O)c1ccc([N+](=O)[O-])cc1 (centres undefined)	-30%
44	Cc1cc(C)n(CCCN2CCC(C(=O)Nc3cccc(-c4cccc(F)c4)c3)CC2)n1	-28%
3	CCC(Oc1ccccc1)C(=O)Nc1ccccc1C(=O)N1CCN(C)CC1 (centres undefined)	-25%
18	Cc1[nH]n(C(N)=S)c(=O)c1N=Nc1ccc(Br)cc1	-22%
17	COc1ccc(/C=C2/C(=O)C(C)(C(C)C)CCC2C)cc1 (centres undefined)	-13%

More entries follow.
73. CC(NC(=O)c1ccco1)C(=O)N1CCCCC1 (centres undefined)
74. Clc1ccc(C(CCN2CCCC2)Cc2ccccc2)cc1 (centres undefined)
75. COc1ccc(NC(=O)NCc2ccc3c(c2)OCO3)c(OC)c1
76. COc1ccccc1-c1nc(SCC(=O)N2CCOCC2)n[nH]1
77. COc1cc(C(C)=O)ccc1OCC(O)CN1CCN(c2ccc(C)c(C)c2)CC1 (centres undefined)
78. O=C(Nc1ccc2[nH]ncc2c1)c1ccc(F)cc1

assay / entry | 73 | 74 | 75 | 76 | 77 | 78
NOD1 NF-kB reporter | -24% | -13% | -28% | -37% | -8% | -48%
NOD2 inhibition | 10% | 0% | -11% | -15% | 4% | -32%

79. Cc1ccc(NC(=S)N2CCN(S(=O)(=O)c3ccccc3)CC2)cc1
80. O=C(CN1CCOCC1)Nc1ccccc1F
81. COc1cc(OC)cc(C(=O)Nc2ccc3nc4n(c(=O)c3c2)CCCC4)c1
82. COc1ccc(C(=O)NNC(=S)NC(=O)c2ccc(OC)cc2)cc1
83. O=C(NCC1CCCCC1)c1ccc(F)cc1Cl
84. O=[N+]([O-])c1ccccc1CN1CCN(S(=O)(=O)Cc2ccccc2)CC1

assay / entry | 79 | 80 | 81 | 82 | 83 | 84
NOD1 NF-kB reporter | -13% | -28% | 0% | -13% | -38% | 26%
NOD2 inhibition | -2% | 3% | -8% | 8% | -23% | 5%

Reformatted with values under each structure: 2 of the compounds above
Under each structure: NOD1 NF-kB reporter, NOD2 inhibition
82. COc1ccc(C(=O)NNC(=S)NC(=O)c2ccc(OC)cc2)cc1
    -13%, 8%
84. O=[N+]([O-])c1ccccc1CN1CCN(S(=O)(=O)Cc2ccccc2)CC1
    26%, 5%

Following part
85. Oc1ccc(Nc2ncnc3ccccc23)cc1
86. COC(=O)COc1ccc(S(=O)(=O)NCc2ccccn2)cc1
87. CCN1CCN(C(=O)CCc2nnc3ccc(N4CCN(c5cccc(OC)c5)CC4)nn23)CC1
88. O=[N+]([O-])c1ccc(CN2CCN(c3nc4ccccc4s3)CC2)cc1
89. Cc1cccc2c1cnn2C(=O)CCC(=O)NC1CCCCC1
90. Cc1cc(Cl)cc2sc(NC(=O)c3ccco3)nc12
91. CC(=O)N1c2ccccc2CCc2ccc([N+](=O)[O-])cc21
92. COCCn1c(SCC(=O)N2CCCC2)nc2c([nH]c3ccccc32)c1=O

assay / entry | 85 | 86 | 87 | 88 | 89 | 90 | 91 | 92
NOD1 NF-kB reporter | 4% | -40% | 6% | 14% | 23% | -6% | 58% | -17%
NOD2 inhibition | -11% | -1% | 12% | 11% | 18% | -111% | 4% | 3%
